Source: PubChem (The Scripps Research Institute Molecular Screening Center)
CHO-K1 Ca PAM: counter-screen for M1 PAMs: effect in parental CHO-K1 cells; ATP EC20, Fluo-8 calcium fluorescence; 0% at ATP EC20, 100% at ATP max; activation, % at 3 µM; 360,000 compounds, 0.02% hits; AID 602247;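 active = activation above the run cutoff, the mean activation of all test compounds plus 3 SD, cut at about 40% in these data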;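 note: peak over basal fluorescence ratio in a 140 s read after ATP addition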
CHO-K1 Ca antag: nonselective inhibitor or artifact in parental CHO-K1 cells. ATP-induced calcium, Fluo-8 fluorescence. inhibition, % at 3 µM. 360,000 compounds, 0.6% hits;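 active = inhibition above a per-plate cutoff, the plate's mean sample inhibition plus 3 SD, cut at about 24% in these data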;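 note: 0% = DMSO plus EC80 ATP and 100% = DMSO alone without ATP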
M1 ag parental: counter-screen for M1 agonists: effect in parental CHO-K1 cells | 360,000 compounds, 0.48% hits | activation, % at 3 µM | Fluo-8 calcium fluorescence; scaled to maximal ATP response, vehicle zero; in the data active = activation above about 15%;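 note: untransfected CHO-K1 host cells lacking M1 receptor as counterscreen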
M1 antag: antagonists of human M1 muscarinic receptor | P11229 | inhibition, % at 3 µM | 360,000 compounds, 1.3% hits | CHO-K1 hM1, Fluo-8 calcium fluorescence, ACh EC80 antagonist | AID 588852;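 active = percent inhibition above its own plate's cutoff, namely the mean of that plate's compound wells plus 3 SD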;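 note: peak over basal fluorescence ratio during 140 s after agonist addition; 0% = ACh EC80 plus DMSO and 100% = DMSO alone without agonist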
Target sequence (P11229 whole entry, looked up): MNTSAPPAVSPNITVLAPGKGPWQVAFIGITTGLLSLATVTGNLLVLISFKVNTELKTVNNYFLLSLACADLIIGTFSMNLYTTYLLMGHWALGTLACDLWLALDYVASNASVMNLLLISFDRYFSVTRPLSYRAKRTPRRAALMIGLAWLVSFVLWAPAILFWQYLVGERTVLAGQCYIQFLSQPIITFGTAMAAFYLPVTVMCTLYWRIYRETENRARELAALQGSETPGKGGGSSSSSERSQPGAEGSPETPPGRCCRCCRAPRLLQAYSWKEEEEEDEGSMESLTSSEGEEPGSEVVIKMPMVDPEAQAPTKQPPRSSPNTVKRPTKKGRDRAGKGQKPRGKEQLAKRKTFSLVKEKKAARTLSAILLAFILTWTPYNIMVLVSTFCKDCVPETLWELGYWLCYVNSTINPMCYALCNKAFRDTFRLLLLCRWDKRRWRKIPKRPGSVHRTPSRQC
M1 PAM: human CHRM1 positive allosteric modulation | P11229 | CHO-K1 hM1, Fluo-8 calcium fluorescence, ACh EC20; 0% = ACh EC20, 100% = maximal ACh | activation, % at 3 µM | 360,000 compounds, 0.088% hits; in the data active = activation above about 19%, passing the limit was not always enough
CHRM1 agonist: human M1 muscarinic receptor agonism; activation, % at 3 µM; 360,000 compounds, 0.33% hits; P11229; AID 588814; CHO-K1 hM1, Fluo-8 calcium fluorescence, agonist mode; 0% DMSO, 100% acetylcholine EC100;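 active = activation above the run's mean compound activation plus 3 SD, cut at about 16% in these data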;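 note: peak over basal fluorescence ratio within a 140 s kinetic read after compound addition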
TAAR1 ag: agonists of human TAAR1; CHO RD-HGA16 TAAR1, Fluo-8 calcium fluorescence; vehicle wells 0%, saturating PEA agonist 100%; activation, % at 3 µM; 360,000 compounds, 0.99% hits; AID 624467;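 active = activation above the mean activation of all test compounds in the run plus 3 SD, cut at about 38% in these data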
Target sequence (Q96RJ0 whole entry, looked up): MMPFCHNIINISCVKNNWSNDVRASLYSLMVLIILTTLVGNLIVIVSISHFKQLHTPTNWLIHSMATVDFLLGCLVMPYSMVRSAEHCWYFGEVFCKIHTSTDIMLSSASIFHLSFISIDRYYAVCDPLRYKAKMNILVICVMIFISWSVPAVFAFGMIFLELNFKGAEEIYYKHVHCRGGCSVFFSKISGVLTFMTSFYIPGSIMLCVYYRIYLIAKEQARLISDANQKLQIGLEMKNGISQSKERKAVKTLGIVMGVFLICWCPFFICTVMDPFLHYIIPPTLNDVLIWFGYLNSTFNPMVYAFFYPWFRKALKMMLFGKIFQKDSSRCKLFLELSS
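Benchmarks: low control DMSO, high control PEA (EC100); System: CHO RD-HGA16 cells carrying human TAAR1 plus Gα16; Detection: Fluo-8 fluorescence, 5 s baseline then 140 s kinetic read; Schedule: 17-24 h plating, Fluo-8 75 min 37 °C, 30 min RT; Read-out basis: % activation from peak over basal fluorescence ratio, DMSO-to-PEA scaled.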
TAAR1 antag: antagonists of human TAAR1; CHO RD-HGA16 TAAR1, Fluo-8 calcium fluorescence, antagonist; inhibition, % at 3 µM; 360,000 compounds, 1.5% hits; AID 624466;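 active = inhibition above a per-plate cutoff, the mean inhibition of test compounds on that plate plus 3 SD, cut at about 49% in these data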;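 note: 0% = DMSO plus EC80 beta-PEA response and 100% = DMSO alone without agonist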
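Test system: hTAAR1-expressing CHO RD-HGA16 cells, Gα16-coupled; Probe or stimulus: EC80 β-phenethylamine stimulus; Compound dosing: single nominal final test compound concentration of 3 µM; Timing: 140 s kinetic read after compound, 140 s after agonist; Signal: Fluo-8 calcium-sensitive fluorescence; Measure: % inhibition of agonist calcium response; Controls: DMSO and EC80 PEA controls.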
CHO parental Ca: counter-screen for OX1R antagonists: effect in parental CHO cells. AID 463079. parental CHO-K1, ATP-induced calcium, Fluo-8 fluorescence. 330,000 compounds, 0.63% hits. inhibition, % at 5.6 µM;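 active = inhibition above that plate's mean sample inhibition plus 3 SD, cut at about 26% in these data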;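 note: 0% = ATP-challenged DMSO wells and 100% = DMSO wells without ATP; some compounds past the cut are filed as inactive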
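Material: Parental CHO cells | Reagent: ATP | Compound dosing: Single nominal dose of 5.6 µM per compound | Detection: Intracellular calcium via Fluo-8 no-wash fluorescent dye | Read-out: % inhibition of ATP-induced calcium mobilization | Benchmarks: Low control ATP plus DMSO, high control DMSO only | Replicates: Singlicate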
* hit, by the source's call; . = no result given.

The line under a structure holds: CHO-K1 Ca PAM | CHO-K1 Ca antag | M1 ag parental | M1 antag | M1 PAM | CHRM1 agonist | TAAR1 ag | TAAR1 antag | CHO parental Ca
> CCOc1ccc(S(=O)(=O)N2CCN(C(=S)NCc3ccccc3)CC2)cc1
 : 6 | -6 | 2.5 | -4 | 1 | -1 | 0 | 3 | -6
> CCOCCn1c(=NC(=O)c2ccc(S(=O)(=O)N3CCOCC3)cc2)sc2cc(S(N)(=O)=O)ccc21
 : 9 | -8 | 0.7 | -5 | -5 | -2 | 6 | 29 | -18
> CC1(C)CC(=O)C=C(C(=O)N2CCCC(C(=O)c3cccc(Cl)c3)C2)O1 (stereo not drawn)
 : 8 | -15 | 3.6 | 2 | 6 | -6 | 2 | -17 | -10
> S=C1NC2CCCCC2N1 (stereo not drawn)
 : 8 | -9 | 0.9 | -7 | 13 | -5 | 8 | -13 | -9
> Cc1ccc(NC(=S)N2CCN(S(=O)(=O)c3ccccc3)CC2)cc1C
 : -16 | 0 | 0.8 | 1 | 2 | -3 | 1 | -22 | .
> Cc1cccc(Sc2nc(-c3ccccc3)ccc2C#N)c1
 : 7 | 0 | 0.2 | 10 | -5 | -2 | 11 | -5 | -11
> O=C(Cc1cccs1)Nc1nnc(SCc2cccc3ccccc23)s1
 : 12 | 0 | 0.0 | -6 | 4 | -6 | 1 | -7 | 6
> CCOc1ccc(CCNC(=O)C2=C(C)C(=O)OC23CCCCC3)cc1OCC
 : 17 | -17 | 2.2 | -3 | 2 | -6 | 8 | 7 | 6
> CC(C)CSc1nc2c(c(=O)[nH]c(=O)n2C)n1CCc1ccccc1
 : 13 | -9 | 0.0 | -11 | 5 | -4 | 6 | 4 | -23
> CCC(C)[C@H](NC(=O)C1CC(=O)N(c2ccc(OC)cc2)C1)C(=O)NC1CCCC1 (stereo partly drawn)
 : 12 | -14 | -0.6 | -6 | 4 | -2 | 0 | -13 | -13
> CC(C)(C)C1CCC(=NNc2nc3ccccc3[nH]2)CC1 (stereo not drawn)
 : 18 | -3 | -0.5 | 6 | -2 | -6 | 5 | 8 | -8
> Cc1ccc(NC(=O)[C@H](NC(=O)[C@@H]2Cc3ccccc3CN2)c2ccccc2)cc1C
 : 22 | -18 | 2.5 | -8 | 14 | -2 | 2 | 3 | -15
> COc1ccc(-c2cc(=O)c3cc(F)ccc3[nH]2)cc1
 : 22 | -25 | 0.4 | -5 | 6 | -4 | 3 | -13 | -3
> CC(C)N1C(=O)S/C(=C/c2ccc(Sc3nc4ccccc4[nH]3)o2)C1=O
 : -10 | 15 | 5.2 | 17 | -15 | -5 | 13 | 32 | 71*
> CCN(CC)S(=O)(=O)c1cccc(C(=O)NC2CCCCC2)c1
 : 29 | -18 | 1.4 | -7 | 7 | -4 | -1 | 17 | -15
> CC1CCN(c2ccc(C=O)o2)CC1
 : 12 | -5 | 5.4 | 0 | 4 | -3 | 10 | 5 | -3
> CN(C)c1cccc(C(=O)NCCCn2ccc3ccccc32)c1
 : 12 | -6 | 0.7 | 5 | 0 | -7 | -3 | -11 | -9
> COC(=O)c1c(NC(=O)CN2CCCC(C)C2)c2c(C)cccc2n1C (stereo not drawn)
 : 3 | -6 | 0.2 | 4 | 2 | -2 | 5 | -1 | -18
> C[C@@H]1C=C[C@](Cc2ccccc2)(C(=O)NCCc2c[nH]c3ccccc23)N1C(=O)c1ccccc1
 : -13 | 3 | 1.9 | -5 | 3 | -1 | 18 | 27 | -31
> c1ccc(-c2ccccc2-n2cnnn2)cc1
 : -3 | 10 | 0.1 | -3 | 7 | -5 | 10 | 11 | 12
> COc1ccc(OC)c(N2C(=O)c3ccccc3C2c2nnnn2-c2ccc3c(c2)OCCO3)c1 (stereo not drawn)
 : 24 | -19 | 0.8 | . | . | . | 1 | 2 | .
> CN(C)Cc1nc2c(c(=O)[nH]1)C(C)(C)Cc1ccccc1-2
 : 21 | -18 | 1.1 | -16 | 11 | -4 | 4 | 1 | -6
> Cc1ccc(N=CC2=C(O)CC(c3ccc(Cl)cc3)CC2=O)cc1 (stereo not drawn)
 : -11 | 4 | 0.0 | 8 | -7 | -5 | 2 | -17 | -6
> O=C(Nc1cnn(Cc2ccc(Cl)c(Cl)c2)c1)C12CC3CC(CC(C3)C1)C2
 : -8 | 14 | -0.3 | 21 | 0 | -3 | -1 | -7 | -30
> NC(=O)c1ccccc1NC(=O)CCCc1ccccc1
 : 5 | -7 | 0.7 | -10 | 4 | -4 | 2 | -1 | -5
> O=C1c2oc3ccccc3c(=O)c2C(c2ccc(O)cc2)N1c1nccs1 (stereo not drawn)
 : 11 | -7 | 0.0 | 2 | 1 | -4 | 1 | 2 | 3
> COc1cc(/C=C/C(=O)Nc2ccc(OC)c(S(=O)(=O)N3CCOCC3)c2)ccc1OC(F)F
 : 12 | -14 | 9.6 | 3 | -3 | -2 | 17 | 27 | -8
> CCN(CC)c1ccc(/C=c2/sc3nnc(-c4ccccc4C)n3c2=O)cc1
 : 4 | -21 | 1.2 | -13 | 3 | 3 | 17 | 13 | 15
> Cc1ccc(S(=O)(=O)N2CCCCC2CCNC(=O)C(=O)Nc2ccccc2F)cc1 (stereo not drawn)
 : -1 | -8 | -0.1 | -8 | 6 | -2 | 1 | 2 | -27
> CCC(=O)Nc1nonc1-c1nc2ccccc2n1CC(C)C
 : 2 | -6 | 0.2 | -19 | 0 | -5 | 8 | 10 | -7

The list goes on.
The line under a structure holds: CHO-K1 Ca PAM | CHO-K1 Ca antag | M1 ag parental | M1 antag | M1 PAM | CHRM1 agonist | TAAR1 ag | TAAR1 antag | CHO parental Ca
> CCOc1ccc(NC(=O)CN(C)C(=O)Cn2cnc3c2c(=O)n(C)c(=O)n3C)cc1OCC
 : -5 | 0 | 0.0 | 1 | 0 | -3 | 0 | 6 | -9
> O=C(Nc1ccccc1F)NC1CC1
 : -1 | -2 | 0.0 | -6 | 9 | -5 | 3 | 2 | -16
> COc1ccc(C(=O)N/C(=C\c2ccco2)C(=O)NC2CCS(=O)(=O)C2)cc1 (stereo not drawn)
 : -5 | 7 | 0.2 | -1 | 0 | -7 | 3 | -6 | -3
> COc1ccccc1N(C)S(=O)(=O)c1ccc(C(=O)Nc2nc(C)c(C(C)=O)s2)cc1
 : -6 | 9 | 2.4 | 16 | -10 | -3 | 13 | 27 | 4
> CCOC(=O)CCNC(=O)N1CCC(CCOc2ccccc2)(C(=O)OCC)CC1
 : -4 | 5 | 0.2 | 8 | -5 | -2 | 0 | 8 | -12
> CCOC(=O)[C@@H]1[C@H]2COc3cc(OC)ccc3[C@@H]2N2C(=O)N(c3ccc(C(F)(F)F)cc3)C(=O)[C@@]12C
 : 20 | -13 | 0.0 | -2 | 3 | -7 | 1 | -18 | -19
> O=C(OCC(=O)N1CCN(c2ccccc2)CC1)c1ccccc1[N+](=O)[O-]
 : -5 | 8 | 0.5 | 7 | -2 | 0 | 0 | 1 | -2
> Cc1cc(C)c(S(=O)(=O)c2ccccc2C)c(Oc2ccccc2)n1
 : 1 | -1 | -0.2 | 6 | -2 | -5 | 14 | 6 | -12
> CCN(CC)c1ccc(/C=N/NC(=O)c2cccc(S(=O)(=O)Nc3ccccc3OC)c2)cc1
 : 15 | 2 | 1.2 | -8 | 9 | -10 | 5 | 3 | -7
> Cc1cccc(Oc2ccccc2N)c1
 : 0 | 7 | -0.4 | 6 | -3 | -3 | . | . | -13
> COc1cc2c(cc1OC)N1C(=O)CC(OCC(=O)O)C3C4CC5(CCN5C(=O)C4=O)C2C31 (stereo not drawn)
 : -14 | 11 | -0.4 | 12 | -8 | -4 | 2 | 4 | -8
> O=S(=O)(c1cccc(Br)c1)N1CCN(c2ccnc3cc(Cl)ccc23)CC1
 : -7 | -2 | 2.4 | 21 | -6 | 0 | 4 | 14 | 35*
> CCn1c(C2CC(=O)N(Cc3ccccc3)C2)nc2ccccc21 (stereo not drawn)
 : -8 | 23 | 0.2 | -1 | -2 | -4 | 12 | -15 | -12
> COCCNC(=S)N/N=C/c1ccc2c(c1)OCCO2
 : 15 | -11 | 0.9 | -11 | 6 | -3 | 3 | -29 | -8
> O=c1c2ccccc2oc2nc(C3CCCCC3)n(Cc3ccco3)c(=O)c12
 : 12 | -1 | 0.2 | 3 | 1 | -3 | 7 | -23 | 1
> CS(=O)(=O)c1ccc(-c2sc3ccccc3c2C(=O)NCCCN2CCOCC2)cc1
 : 17 | -12 | 3.5 | -3 | 0 | -1 | 6 | -5 | -21
> CCOC(=O)c1c(C)c(C)n(Cc2cccc(OC)c2OC)c1C
 : 13 | -4 | 0.5 | 0 | 5 | -6 | 0 | 9 | -15
> N#CC(=C1C=CC(=NO)C(Cl)=C1)c1ccc(Cl)cc1
 : 13 | -16 | 0.7 | -1 | -2 | -5 | 1 | 16 | .
> O=C1CCCN1c1ccc(S(=O)(=O)NCc2ccc(F)cc2)cc1
 : -1 | -8 | 6.8 | 6 | -4 | 2 | 2 | 7 | -5
> N=c1oc2ccc(Cl)cc2cc1C(=O)Nc1ccc(F)cc1
 : 17 | -14 | 1.9 | -12 | 11 | -4 | 0 | -10 | -8
> COCCNc1ncnc2c1ncn2[C@H]1CN(Cc2ccc(OC)cc2)C[C@@H](CO)O1
 : 17 | -16 | -0.1 | -27 | 24 | 7 | 1 | 5 | .

Rows were taken by chance; any-hit rate near 4.4%.
